Compound activity from PubChem BioAssay.
Pin1 inhibitor: blocks the human prolyl isomerase Pin1; Q13526; Pin1 FP peptide displacement, HiFluor488, 10 min; Potency, µM (doses to about 115 µM), without a hit: top-dose activity, negative = inhibition, most hits filed as inhibitors; 0.009% of 390,000 active; AID 504891; active = well fitted inhibition curve with a large enough effect in the polarisation, with a control signal flat, not every such curve was filed as active; inconclusive = small, poorly fitted or top-dose-only effect, or effect the other way, or a change in a side signal; inactive = no such curve, though single readings can be large or run the other way; the % refers to the polarisation; also: potency is read from the fitted curve at half-maximal effect; % is scaled to controls: 0 for no effect and ±100 for the full control effect
Target sequence (Q13526 whole entry, looked up): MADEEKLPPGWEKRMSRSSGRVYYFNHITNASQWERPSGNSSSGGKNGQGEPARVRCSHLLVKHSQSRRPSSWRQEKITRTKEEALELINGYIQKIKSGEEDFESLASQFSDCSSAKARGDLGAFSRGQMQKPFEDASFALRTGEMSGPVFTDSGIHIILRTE
rTrxR1 inhibitor: inhibitors of rat thioredoxin reductase 1. O89049. recombinant rTrxR1, NADPH fluorescence consumption, selenite substrate. Potency, µM (top dose mostly 114 µM), for inactives: at the highest dose activity change, negative = inhibition, actives largely listed as inhibitors. 1% of 390,000 active; also: potency is read from the fitted curve at half-maximal effect; % is scaled to controls: 0 for no effect and ±100 for the full control effect; nearly all actives have a fitted effect of over 65% in size
Target sequence (O89049 whole entry, looked up): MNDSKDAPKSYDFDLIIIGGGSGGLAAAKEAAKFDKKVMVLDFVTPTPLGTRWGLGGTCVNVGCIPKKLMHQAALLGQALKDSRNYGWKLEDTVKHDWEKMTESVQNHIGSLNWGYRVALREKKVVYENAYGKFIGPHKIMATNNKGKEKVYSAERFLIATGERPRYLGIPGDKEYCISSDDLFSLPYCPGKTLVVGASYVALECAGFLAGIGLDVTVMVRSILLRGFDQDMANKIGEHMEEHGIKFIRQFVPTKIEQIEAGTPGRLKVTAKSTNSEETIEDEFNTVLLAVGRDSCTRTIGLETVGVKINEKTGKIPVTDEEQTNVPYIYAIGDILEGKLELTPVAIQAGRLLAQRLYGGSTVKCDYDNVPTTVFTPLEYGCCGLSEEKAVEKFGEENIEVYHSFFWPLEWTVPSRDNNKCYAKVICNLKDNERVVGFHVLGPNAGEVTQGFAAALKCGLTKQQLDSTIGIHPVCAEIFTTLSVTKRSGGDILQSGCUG
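Rat TrxR1 (90 nM in the dispensed reagent) was pre-reduced with 400 uM NADPH for 5 min at room temperature, then incubated with compound for 15 min. After 400 uM selenite was added, NADPH fluorescence (Ex 340/Em 450 nm) was followed for 8 min.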
mIDH1 inhibitor: human IDH1 R132H inhibition; O75874; IDH1-R132H enzyme, NADPH consumption, diaphorase/resazurin fluorescence; Potency, µM (series often up to 76.6 µM), inactives show top-dose activity change, negative = inhibition, actives largely listed as inhibitors; 0.093% of 390,000 active; also: potency is read from the fitted curve at half-maximal effect; % is scaled to controls: 0 for no effect and ±100 for the full control effect; nearly all actives have a fitted effect of over 65% in size
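IDH1-R132H (0.5 ug/mL) preincubated 30 min with compound, then NADPH (0.016 mM) and alpha-KG (2 mM) added; 80 min at RT, pH 7.5. Remaining NADPH coupled via diaphorase/resazurin to fluorescence (540/590 nm); concentration-response curves normalized to no-enzyme control.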
TrxR1 substrate: substrates of rat thioredoxin reductase 1. O89049. purified TrxR1 substrate turnover, NADPH consumption readout. Potency, µM (titrated, usually from 114 µM), inactives show at the highest dose activity change, negative = substrate turnover. 0.01% of 390,000 active. AID 588456; also: potency is read from the fitted curve at half-maximal effect; % is scaled to controls: 0 for no effect and ±100 for the full control effect; nearly all actives have a fitted effect of over 50% in size
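Rat TrxR1, dispensed at 90 nM, was prereduced with 400 uM NADPH (final) for 5 min at ~22 deg C, then incubated with compound 15 min before 400 uM selenite. A first-read NADPH fluorescence drop versus no-compound background flagged substrates.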
TRHR enhancer: TRH receptor (human) allosteric enhancement; P34981; TRHR cells, fluo-8 calcium fluorescence, EC20 TRH enhancement; enhancement, % at 2 µM; 0.66% of 360,000 active; AID 493056; in the data active = enhancement above about 30%; also: 0% is about no effect
Target sequence (P34981 whole entry, looked up): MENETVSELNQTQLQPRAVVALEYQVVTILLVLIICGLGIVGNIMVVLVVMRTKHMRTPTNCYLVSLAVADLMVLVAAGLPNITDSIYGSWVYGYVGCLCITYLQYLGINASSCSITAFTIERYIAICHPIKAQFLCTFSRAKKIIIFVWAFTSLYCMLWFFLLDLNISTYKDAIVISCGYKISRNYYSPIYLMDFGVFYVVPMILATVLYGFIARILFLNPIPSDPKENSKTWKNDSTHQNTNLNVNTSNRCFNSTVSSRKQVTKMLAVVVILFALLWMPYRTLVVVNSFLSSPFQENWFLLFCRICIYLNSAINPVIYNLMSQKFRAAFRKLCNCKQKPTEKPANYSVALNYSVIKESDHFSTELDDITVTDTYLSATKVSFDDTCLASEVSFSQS
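Enhancer read-out: after compound pinning and an initial kinetic agonist-mode read, an EC20 of TRH (10 nM final) was injected and fluo-8 calcium signal (Ex 480/Em 530) followed at 1 s/cycle for 100 cycles in TRHR-expressing cells.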
TRHR ag: activates the human TRH receptor. TRHR cells, calcium flux fluo-8, FDSS agonist mode. activation, % at 2 µM. P34981. 0.18% of 360,000 active; in the data active = activation above about 30%; also: 0% is about no effect
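Agonist-mode FDSS calcium read (Ex 480/Em 530, 1 s cycles) in 1536-well TRHR cells with fluo-8 dye, after 10-cycle baseline and 23 nL compound addition; TRH at EC20 (10 nM final) added afterwards for the enhancer phase.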
D2 antagonist: D2 dopamine receptor (human) antagonism | AID 485344 | HEK293 TREx D2 cells, calcium flux, dopamine EC80 | inhibition, % at 10 µM | 2% of 340,000 active | P14416; in the data active = inhibition above about 30%; also: 0% is about no effect
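Inhibition of EC80 dopamine-driven calcium flux, recorded kinetically, defines activity here; cells are a tetracycline-induced HEK293 T-REx line expressing force-coupled D2.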
USP1-UAF1 inh: USP1/UAF1 (human) deubiquitinase inhibition. O94782. recombinant USP1/UAF1, Ub-Rhodamine cleavage fluorescence. Potency, µM (highest dose often 57.1 µM), for the others: at the highest dose activity change, negative = inhibition, hits mostly inhibitors. 0.23% of 390,000 active. AID 743255; also: potency is read from the fitted curve at half-maximal effect; % is scaled to controls: 0 for no effect and ±100 for the full control effect; nearly all actives have a fitted effect of over 60% in size; inactives centre near -12
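USP1/UAF1 complex at 1 nM was preincubated with compound for 15 min at room temperature, then Ub-Rho substrate (150nM final) was added. Fluorescence (480/540 nm) was read kinetically, 6 reads every 60 seconds.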
D2 agonist: agonists of human D2 dopamine receptor. HEK293 T-REx D2 cells, calcium flux agonist mode. P14416. 0.53% of 340,000 active. activation, % at 2 µM;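 active = activation over 3 SD above normal in the single-dose calcium agonist read, cut at about 30% in these data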; also: 0% is about no effect
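Agonism scored from kinetic calcium signal (1 read/sec, 180 s) following compound pin transfer, after a 10 s baseline. Cells: HEK293 Trex line expressing inducible D2 receptor coupled to calcium, dye-loaded after overnight culture at 30 C.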
Active calls of the source: *; ? = inconclusive; . = no result given; [ ] = remark or other dose. Unless noted, calls follow the shape of the dose curve; as a rule, active = well fitted inhibition curve with a large enough effect; inconclusive = small, poorly fitted or top-dose-only effect; inactive = no such curve, though single readings can be large or run the other way. The list is partial; the hit share may differ from the screen's.

Second line of a record: Pin1 inhibitor | rTrxR1 inhibitor | mIDH1 inhibitor | TrxR1 substrate | TRHR enhancer | TRHR ag | D2 antagonist | USP1-UAF1 inh | D2 agonist
#1 CC(C(=O)N1CCC2(CC1)OCCO2)C1Sc2ccccc2NC1=O (stereo not given)
 : 9% | 3% | 8% | 1% | 35* | 0.0 | 5 | -11% | 0.4
#2 CCCCn1c(O)c(C=NCc2ccc3c(c2)OCO3)c(=O)[nH]c1=O
 : 12% | 5%[57.1 µM] | 4% | 1%[57.1 µM] | -6 | -0.2 | . | -11% | .
#3 CCCC(C)C1(CC)C(=O)NC(=Nc2ccc(F)cc2)NC1=O (stereo not given)
 : 5% | 8%[57.1 µM] | -4% | 6%[57.1 µM] | -9 | 0.2 | 3 | -16% | 1.6
#4 Cc1ccccc1Cc1c(C)nc2nc(SCC(=O)N3CCC4(CC3)OCCO4)nn2c1C
 : 1% | 5% | 6% | 4% | 20 | 0.1 | -3 | -10% | 0.4
#5 Cc1ccc2c(c1)CC1(CN2C)C(=O)NC(=O)N(CCC2=CCCCC2)C1=O (stereo not given)
 : 7% | 3%[57.1 µM] | 5% | 12%[57.1 µM] | 4 | 1.0 | 2 | -5% | 4.6
#6 Cc1cc(C(=O)CN2CCCC2)c(C)n1-c1ccc(F)cc1
 : 2% | -12% | 6% | 2% | 0 | 0.1 | 0 | -27% | 0.8
#7 CC(=O)OC1CC(OC2C(O)CC(OC3C(O)CC(OC4CCC5(C)C(CCC6C5CCC5(C)C(C7=CC(=O)OC7)C(O)CC65O)C4)OC3C)OC2C)OC(C)C1OC1OC(CO)C(O)C(O)C1O (stereo not given)
 : 3% | 6%[11.4 µM] | 4% | -4%[11.4 µM] | . | . | . | -10% | .
#8 CN1C(=O)C(c2ccccc2)C(=O)N(C)C1=O
 : -11% | 35%[57.1 µM] | 9% | 14%[57.1 µM] | . | . | . | 3% | .
#9 CC12CCC3C(CCC4(O)CC(O)CCC34C=O)C1(O)CCC2C1=CC(=O)OC1 (stereo not given)
 : 1% | -9% | 1% | 0% | . | . | . | -19% | .
#10 COC(=O)[C@H]1[C@H]2C[C@@H]3c4[nH]c5cc(OC)ccc5c4CCN3C[C@H]2C[C@@H](OC(=O)/C=C/c2cc(OC)c(OC)c(OC)c2)[C@@H]1OC
 : ? | 3% | 2% | 9% | -6 | -1.0 | -33 | -16% | 1.2
#11 COc1cc(C(CN)CC(=O)O)ccc1O (stereo not given)
 : -7% | 11% | 5% | 10% | 6 | -0.3 | 4 | -12% | 0.9
#12 CC(C)(C)c1ccc(-c2c(C(=O)O)c(C(=O)O)c3n2CSC3)cc1
 : -1% | 24% | 29% | -1% | -6 | -0.1 | 6 | -16% | 0.2
#13 CN(C)C(Cc1ccccc1)C(=O)c1cccs1 (stereo not given)
 : . | . | . | . | 7 | -1.2 | 18 | . | -0.9
#14 CN1CCN(c2ncnc3c2cnn3C)CC1
 : -9% | 10% | -4% | 0% | 14 | -0.2 | 4 | -17% | 1.0
#15 COc1ccc(N2C(=O)C(=O)N(c3ccc(OC)cc3)P2(=O)N(CCCl)CCCl)cc1
 : 5% | 27%[57.1 µM] | 2% | 10%[57.1 µM] | . | . | . | 5% | .
#16 CCC(=NCC1CCCO1)c1c(O)n(-c2ccc(Cl)cc2)c(=O)[nH]c1=O (stereo not given)
 : -3% | 4% | 4% | -3% | 8 | 0.1 | 1 | 2% | -0.3
#17 CC(=NCc1ccc2c(c1)OCO2)c1c(O)n(C)c(=O)n(C)c1=O
 : -3% | 14% | 6% | 3% | 1 | 0.1 | -4 | -7% | 0.3
#18 CCCC1C(C#N)=C(N)Oc2c1c(=O)oc1ccccc21 (stereo not given)
 : -5% | -16% | 2% | 1% | -2 | -0.1 | 0 | -16% | 1.2
#19 CCc1ccc(N(CC)C(=O)CCn2cnc3onc(-c4ccc(F)cc4)c3c2=O)cc1
 : ? | 10% | -17% | -16% | 13 | 0.0 | . | 1% | 0.5
#20 COC(=O)C1=C(c2ccc(Cl)c(C(F)(F)F)c2)C[C@@H]2CC[C@H]1N2C
 : 1% | 16%[57.1 µM] | -1% | 6%[57.1 µM] | 7 | -0.1 | 8 | 24% | -0.3
#21 N#CC(C#N)=Cc1ccc(N2CCOCC2)cc1
 : ? | 71µM* | -5% | -9% | -9 | 0.1 | -20 | 8% | 0.5
#22 CCOC(=O)C1=C(NC(=S)NC(=O)c2ccccc2)c2ccccc2CC12CCCC2
 : 0% | 10%[57.1 µM] | -8% | 10%[57.1 µM] | 6 | 1.1 | -7 | -21% | 1.6
#23 COc1ccc(/C=C2/C(=O)NC(=O)N(c3ccccc3)C2=O)cc1CN1C(=O)c2ccccc2C1=O
 : 15% | 25µM* | 0% | 3% | 0 | -0.7 | 4 | -12% | 1.2
#24 CCOP(=O)(OCC)OCC
 : -8% | 32% | -6% | 7% | -1 | 0.3 | -7 | -18% | -1.7
#25 COP(=S)(OC)Oc1ccc(Sc2ccc(OP(=S)(OC)OC)cc2)cc1
 : ? | 10% | 22% | 1% | . | . | . | 7% | .
#26 CCOC(=O)/C(=N\Nc1ccccc1)N1CC1
 : 6% | 8%[57.1 µM] | 3% | 1%[57.1 µM] | 13 | -0.1 | -3 | -21% | -0.2
#27 CNCCCc1ccccc1
 : 2% | 11%[57.1 µM] | 2% | 8%[57.1 µM] | 6 | 0.6 | 10 | -2% | -0.4
#28 CCc1ccc(C2=NN(CCC(=O)N3CCC4(CC3)OCCO4)C(=O)CC2)cc1
 : -4% | 11% | 8% | 0% | 5 | -0.9 | 2 | -5% | 0.7
#29 O=C1NC(=O)N(c2ccc3c(c2)OCO3)C(=O)/C1=C/c1cccs1
 : 13% | 45µM* | 0% | 1% | 0 | 0.6 | 7 | -22% | -0.1
#30 CN1CC(C(=O)c2ccc(Cl)cc2)C(c2ccccc2F)C1 (stereo not given)
 : -8% | -7%[57.1 µM] | 13% | -4%[57.1 µM] | 9 | 1.4 | 10 | ? | -1.2
#31 COc1ccc(CC2C(=O)N(C)C(=O)N(C)C2=O)c(OC)c1
 : ? | -12% | -4% | 4% | 1 | 0.1 | 16 | -4% | 0.6
#32 C1CCC2S[C@H]3CCCCC3NC2C1 (stereo not given in full)
 : -2% | 11%[11.4 µM] | 4% | 7%[11.4 µM] | 4 | 0.6 | -7 | -10% | 0.6
#33 CSc1nc(Cl)c(Br)c(N2CC2)n1
 : -3% | 11%[57.1 µM] | 2% | 8%[57.1 µM] | . | . | . | ? | .
#34 CC1CN(CC(=O)c2ccccc2Cl)CC(C)O1 (stereo not given)
 : -7% | -20% | 8% | 4% | -12 | 0.9 | -2 | -21% | -0.7
#35 C1=C(c2ccccc2)CCNC1
 : 7% | -7%[57.1 µM] | 2% | 0%[57.1 µM] | 0 | 0.1 | 43* | -3% | 40*
#36 c1ccc(CNCCc2c[nH]c3ccccc23)cc1
 : 3% | 26% | -2% | 6% | -6 | 1.2 | 61* | -20% | 8.8
#37 CC(=O)OC1N=C(c2ccccc2)c2cc(C)ccc2NC1=O (stereo not given)
 : -2% | 19%[57.1 µM] | 5% | -5%[57.1 µM] | 1 | -0.1 | 1 | -13% | 0.5
#38 COC(=O)C1=C(c2cc3ccccc3o2)C[C@@H]2CC[C@H]1N2C(=O)NCc1ccco1
 : -1% | ? | 16% | 1% | . | . | . | -15% | .
#39 O=C(C1CCCN(c2nnc(-n3cccc3)s2)C1)N1CCC2(CC1)OCCO2 (stereo not given)
 : -5% | -14% | 2% | -5% | -1 | 0.1 | -18 | -14% | 0.3
#40 O=c1c2ccccc2nc(N2CCCC2)n1-c1ccccc1
 : 0% | 1% | -2% | 34% | 1 | -0.2 | -22 | -21% | -0.2
#41 C[n+]1c(-c2ccccc2)cc(-c2ccc(O)cc2)cc1-c1ccccc1
 : 0% | -6% | 0% | -4% | -1 | 1.6 | 4 | -3% | 0.3
#42 CCOc1ccc(-c2cn3c(n2)sc2cc(C(=O)N4CCCC(C)C4)ccc23)cc1 (stereo not given)
 : ? | 38%[activator] | 4% | 20% | 4 | -0.1 | . | 2% | 0.0
#43 CC(=O)c1cn(Cc2ccccc2F)c2ccccc12
 : 6% | 10% | -3% | -1% | 1 | -1.1 | -28 | 5% | 0.6
#44 COc1ccc(CCC(=O)N2C[C@H]3C[C@@H](C2)c2cccc(=O)n2C3)cc1
 : -16% | -3% | -5% | -5% | -10 | 0.5 | -3 | -6% | -1.5
#45 Cc1oc(-c2ccc(Cl)cc2)nc1CN1C(=O)CN=C(c2ccccc2)c2cc(Cl)ccc21
 : 0% | 4% | 0% | -3% | -7 | 0.3 | . | ? | 2.6
#46 CCOc1cc(C=C2C(=O)NC(=S)NC2=O)ccc1O
 : -9% | -78%[57.1 µM] | -7% | -1%[2.29 µM] | . | . | . | -5% | .
#47 CC1=C(C(=O)Nc2ccccc2)SCCO1
 : -7% | 20% | -6% | 6% | 4 | -0.3 | 5 | -30% | 0.1
#48 c1ccc(CCN2CCC(N3CCN(c4ccccc4)CC3)CC2)cc1
 : -8% | 3% | 12% | -1% | -1 | 0.3 | 72* | 4% | 74*
#49 CCC(CO)(C(=O)OC1C[N+]2(C)CCC1CC2)c1ccccc1 (stereo not given)
 : -2% | 17%[57.1 µM] | 3% | -3%[57.1 µM] | -10 | -0.2 | 1 | ? | 0.0
#50 COc1ccc(-n2c(O)c(C=NCCN(C)C)c(=O)[nH]c2=O)cc1
 : 1% | 16%[57.1 µM] | 2% | 12%[57.1 µM] | 2 | 0.7 | -4 | -12% | 0.4
#51 Cc1ccccc1CN1CCN(c2ccc(Cl)cc2)CC1
 : -6% | 7%[57.1 µM] | 6% | 7%[57.1 µM] | 2 | -0.3 | -15 | ? | -1.9
#52 COC(=O)C1=C(c2ccc(-c3ccccc3)c(F)c2)C[C@@H]2CC[C@H]1N2C(=O)N1CCOCC1
 : ? | 9% | 0% | -10% | -5 | -0.1 | 0 | -21% | -0.4
#53 CCC(=NC(C)c1ccccc1)c1c(O)[nH]c(=O)[nH]c1=O (stereo not given)
 : 1% | 10%[57.1 µM] | 4% | -5%[57.1 µM] | -3 | 1.2 | -14 | -3% | 1.8
